From PubChem
NFkB binder: binders of NF-kB p50 subunit, primary screen, biochemical, small molecule microarray, anti-His fluorescence; Nuclear factor NF-kappa-B p105 subunit (Homo sapiens), P19838; anti-His fluorescence binding; calls only; 17,000 tested, 1.3% active; AID 624139, 2012;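 active = spot fluorescence over background significantly raised, with a chance value under 7% in all four replicate spots of the compound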;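 also: probe protein is his-tagged human p50 processed subunit at 1 µg/ml; raw spot fluorescence signals with no normalization applied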
Target sequence (P19838 1-433 limits assumed): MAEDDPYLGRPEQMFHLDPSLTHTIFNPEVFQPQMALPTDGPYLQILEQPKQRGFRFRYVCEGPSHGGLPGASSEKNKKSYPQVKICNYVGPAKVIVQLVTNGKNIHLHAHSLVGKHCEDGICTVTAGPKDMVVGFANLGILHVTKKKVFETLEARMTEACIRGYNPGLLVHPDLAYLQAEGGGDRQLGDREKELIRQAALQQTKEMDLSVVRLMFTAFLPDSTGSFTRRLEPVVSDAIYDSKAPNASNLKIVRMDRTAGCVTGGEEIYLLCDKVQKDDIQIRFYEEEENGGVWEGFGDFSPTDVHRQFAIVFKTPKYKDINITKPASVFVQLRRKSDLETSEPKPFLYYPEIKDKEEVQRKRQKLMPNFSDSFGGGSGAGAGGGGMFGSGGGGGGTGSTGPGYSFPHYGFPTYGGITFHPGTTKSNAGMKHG
Calls only; i = inactive; + = active, no number.

| molecule | NFkB binder |
| --- | --- |
| CC(C)NC(=O)Nc1ccc2c(c1)C(=O)N([C@@H](C)CO)C[C@@H](C)[C@@H](CN(C)S(=O)(=O)c1ccc(Cl)cc1)OCCCC[C@@H](C)O2 | i |
| C[C@@H]1CN([C@@H](C)CO)C(=O)c2cc(NS(C)(=O)=O)ccc2O[C@@H](C)CCCCO[C@@H]1CN(C)C(=O)Nc1ccc(C(F)(F)F)cc1 | i |
| C[C@@H]1CCCCO[C@H](CN(C)S(C)(=O)=O)[C@@H](C)CN([C@@H](C)CO)C(=O)c2cc(NC(=O)Nc3ccccc3)ccc2O1 | i |
| CCOCC(O)CS(=O)(=O)c1ccccn1 (configuration not stated) | i |
| C[C@H](CO)N1C[C@H](C)[C@@H](CN(C)C(=O)Nc2ccc(C(F)(F)F)cc2)Oc2c(NC(=O)Nc3cccc4ccccc34)cccc2C1=O | i |
| COc1ccc(CN(C)C[C@@H]2Oc3ccc(NC(=O)Cc4ccccc4)cc3CC(=O)N([C@@H](C)CO)C[C@H]2C)cc1 | i |
| C[C@H](CO)N1C[C@H](C)[C@@H](CN(C)Cc2ccc(-c3ccccc3)cc2)Oc2ccc(NC(=O)Nc3cccc4ccccc34)cc2CC1=O | + |
| COC(=O)c1c(NC(=S)Nc2c(C)nn(Cc3c(F)c(F)c(F)c(F)c3F)c2C)sc(C)c1-c1ccccc1 | i |
| COc1cccc2cc(C(=O)C3C(=O)C(=O)N(CCc4ccccc4)C3c3cccnc3)oc12 (configuration not stated) | i |
| C[C@H]1CN([C@@H](C)CO)C(=O)c2cc(N(C)C)ccc2O[C@@H]1CN(C)S(=O)(=O)c1cn(C)cn1 | i |
| C[C@@H]1CCCCO[C@H](CN(C)S(=O)(=O)c2cccs2)[C@@H](C)CN([C@@H](C)CO)C(=O)c2cc(NC(=O)Nc3ccc4c(c3)OCO4)ccc2O1 | i |
| CCCCC[C@H](O)/C=C/[C@H]1C=CC(=O)[C@@H]1C/C=C\CCCC(=O)O | i |
| CSc1nsc(SCC(=O)OC2CC3CCC2(C)C3(C)C)n1 (configuration not stated) | i |
| Cc1nnc(N2C(=O)C(=O)C(C(=O)c3ccco3)C2c2cccc(Oc3ccccc3)c2)s1 (configuration not stated) | i |
| Cc1noc(C)c1NC(=O)N(C)C[C@@H]1OCCCC[C@H](C)Oc2ccc(NS(=O)(=O)c3cn(C)cn3)cc2C(=O)N([C@@H](C)CO)C[C@H]1C | i |
| C[C@@H]1CN([C@H](C)CO)C(=O)c2cccc(NC(=O)c3ccc(-c4nccs4)cc3)c2O[C@@H]1CN(C)Cc1ccc(C(=O)O)cc1 | i |
| Cc1ccc(-c2nn(C)c(=O)c3ccccc23)cc1CNC(=O)CN1C(=O)c2ccccc2C1=O | i |
| C[C@H](CO)N1C[C@H](C)[C@@H](CN(C)S(=O)(=O)c2cn(C)cn2)Oc2c(NC(=O)c3ccncc3)cccc2C1=O | i |
| COc1ccc(Nc2nc(Nc3ccc(OC)cc3)nc(Sc3nncn3C)n2)cc1 | i |
| C[C@@H]1CN([C@H](C)CO)C(=O)c2cc(NS(=O)(=O)c3ccc(F)cc3)ccc2O[C@@H](C)CCCCO[C@@H]1CN(C)S(=O)(=O)c1ccccc1 | i |
| CO[C@H]1C[C@@H]2CC[C@@H](C)[C@@](O)(O2)C(=O)C(=O)N2CCCC[C@H]2C(=O)O[C@H]([C@H](C)C[C@@H]2CC[C@@H](O)[C@H](OC)C2)CC(=O)[C@H](C)/C=C(\C)[C@@H](O)[C@@H](OC)C(=O)[C@H](C)C[C@H](C)/C=C/C=C/C=C\1C | i |
| C[C@@H]1CN([C@H](C)CO)C(=O)CCCn2nncc2CO[C@H]1CN(C)C(=O)Nc1ccc(-c2cccs2)cc1 | i |
| Cc1noc(C)c1NC(=O)Nc1cccc2c1O[C@H](CN(C)S(=O)(=O)c1cn(C)cn1)[C@H](C)CN([C@H](C)CO)C2=O | i |
| Cc1noc(C)c1NC(=O)Nc1cccc2c1O[C@H](CN(C)C(=O)Nc1ccc(F)cc1)[C@H](C)CN([C@@H](C)CO)C2=O | i |
| COc1ccc(S(=O)(=O)Nc2ccc3c(c2)C(=O)N([C@H](C)CO)C[C@H](C)[C@H](CN(C)S(C)(=O)=O)OCCCC[C@@H](C)O3)cc1 | i |

Next part.
| molecule | NFkB binder |
| --- | --- |
| C[C@@H]1CN([C@@H](C)CO)C(=O)c2cc(NC(=O)NC3CCCCC3)ccc2O[C@H]1CN(C)Cc1ccncc1 | i |
| C[C@@H]1CCCCO[C@@H](CN(C)Cc2ccc3c(c2)OCO3)[C@@H](C)CN([C@@H](C)CO)C(=O)c2cc(NS(=O)(=O)c3ccccc3)ccc2O1 | i |
| CCCC(=O)Nc1ccc2c(c1)C(=O)N(CCC(=O)O)C2=O | i |
| COc1ccc(CN(C)C[C@H]2Oc3ccc(NC(=O)Cc4cn(C)c5ccccc45)cc3C(=O)N([C@@H](C)CO)C[C@H]2C)cc1 | i |
| C[C@@H]1CN([C@@H](C)CO)C(=O)Cc2cc(NS(=O)(=O)c3cn(C)cn3)ccc2O[C@@H]1CN(C)C(=O)Nc1cccc2ccccc12 | i |
| CCN(CC(=O)Nc1ccc(C(N)=O)cc1)S(=O)(=O)c1ccc(F)cc1 | i |
| C[C@H]1CCCCO[C@@H](CN(C)CC2CCCCC2)[C@@H](C)CN([C@@H](C)CO)C(=O)c2cc(NC(=O)c3ccncc3)ccc2O1 | i |
| CC1(C)CC[C@]2(C(=O)O)CC[C@]3(C)C(=CCC4[C@@]5(C)CC[C@H](O[C@@H]6OC[C@H](O)[C@H](O)[C@H]6O)[C@@](C)(CO)C5CC[C@]43C)C2C1 (some centres not stated) | + |
| C[C@H](CO)N1C[C@H](C)[C@H](CN(C)S(=O)(=O)c2cn(C)cn2)Oc2c(NC(=O)Nc3ccc(C(F)(F)F)cc3)cccc2C1=O | i |
| O=C(NC(NC(=S)Nc1ccc(F)c([N+](=O)[O-])c1)C(Cl)(Cl)Cl)C(c1ccccc1)c1ccccc1 (configuration not stated) | i |
| Cc1noc(C)c1NC(=O)Nc1cccc2c1O[C@H](CN(C)CC1CC1)[C@@H](C)CN([C@H](C)CO)C2=O | i |
| CN(CCC#N)S(=O)(=O)c1cccc2nsnc12 | i |
| C[C@@H]1CCCCO[C@@H](CN(C)C)[C@H](C)CN([C@@H](C)CO)C(=O)c2cc(NS(C)(=O)=O)ccc2O1 | i |
| C[C@@H]1CN([C@@H](C)CO)C(=O)c2cc(NS(C)(=O)=O)ccc2O[C@H]1CN(C)CC1CC1 | i |
| C[C@H](CO)N1C[C@H](C)[C@@H](CN(C)C)OCCCC[C@H](C)Oc2ccc(NC(=O)Nc3ccc(C(F)(F)F)cc3)cc2C1=O | i |
| Cn1cccc1CNCCCN1CCOCC1 | i |
| C[C@@H]1CCCCO[C@@H](CN(C)C(=O)CCC(F)(F)F)[C@H](C)CN([C@@H](C)CO)C(=O)c2cc(N(C)C)ccc2O1 | i |
| Cc1noc(C)c1NC(=O)Nc1cccc2c1O[C@H](CN(C)S(=O)(=O)c1cccs1)[C@H](C)CN([C@H](C)CO)C2=O | i |
| COC(=O)C1=CO[C@@H](O[C@@H]2O[C@H](CO)[C@@H](O)[C@H](O)[C@H]2O)[C@@H]2[C@@H]3CN4CCc5c([nH]c6ccccc56)[C@]4(C[C@H]12)O3 | i |
| CS(=O)(=O)N(CC(N)=O)c1cc(Cl)c(Cl)cc1Cl | i |
| C[C@@H]1CN([C@H](C)CO)C(=O)c2cc(NC(=O)Nc3ccc4c(c3)OCO4)ccc2O[C@H]1CN(C)Cc1ccc(Cl)c(Cl)c1 | i |
| Cc1noc(C)c1NC(=O)Nc1ccc2c(c1)C(=O)N([C@H](C)CO)C[C@H](C)[C@@H](CN(C)C(=O)C1CCCCC1)OCCCC[C@@H](C)O2 | i |
| C[C@H]1CN([C@@H](C)CO)C(=O)Cc2cc(NC(=O)C3CC3)ccc2O[C@@H]1CN(C)S(=O)(=O)c1cn(C)cn1 | i |
| C[C@@H]1CN([C@H](C)CO)C(=O)c2cc(N(C)C)ccc2O[C@@H](C)CCCCO[C@H]1CN(C)Cc1ccccc1 | i |
| OC1[C@H](O)CO[C@@H](OC[C@H]2O[C@@H](OC/C=C/c3ccccc3)[C@H](O)[C@@H](O)[C@@H]2O)[C@H]1O (some centres not stated) | i |

Reformatted field by field: 4 of the compounds above
Compound: C[C@@H]1CCCCO[C@@H](CN(C)C)[C@H](C)CN([C@@H](C)CO)C(=O)c2cc(NS(C)(=O)=O)ccc2O1
  NFkB binder: i
Compound: C[C@@H]1CN([C@@H](C)CO)C(=O)c2cc(NS(C)(=O)=O)ccc2O[C@H]1CN(C)CC1CC1
  NFkB binder: i
Compound: C[C@H](CO)N1C[C@H](C)[C@@H](CN(C)C)OCCCC[C@H](C)Oc2ccc(NC(=O)Nc3ccc(C(F)(F)F)cc3)cc2C1=O
  NFkB binder: i
Compound: Cn1cccc1CNCCCN1CCOCC1
  NFkB binder: i

New compounds follow:
| molecule | NFkB binder |
| --- | --- |
| COc1ccc(NC(=O)N(C)C[C@@H]2OCCCC[C@@H](C)Oc3ccc(NC(=O)Nc4ccc(C(F)(F)F)cc4)cc3C(=O)N([C@H](C)CO)C[C@H]2C)cc1 | i |
| C[C@@H]1CN([C@@H](C)CO)C(=O)Cc2cc(NC(=O)Nc3ccc(C(F)(F)F)cc3)ccc2O[C@@H]1CN(C)C(=O)NC1CCCCC1 | i |
| Cc1noc(C)c1S(=O)(=O)Nc1ccc2c(c1)CC(=O)N([C@@H](C)CO)C[C@H](C)[C@H](CN(C)S(=O)(=O)c1ccc(Cl)cc1)O2 | i |
| C[C@@H]1CN([C@@H](C)CO)C(=O)c2cc(NC(=O)NC3CCCCC3)ccc2O[C@@H]1CN(C)S(=O)(=O)c1ccc(Cl)cc1 | i |
| NS(=O)(=O)c1ccc(NC(=S)NCc2ccccn2)cc1 | i |
| Cc1noc(C)c1S(=O)(=O)Nc1ccc2c(c1)C(=O)N([C@H](C)CO)C[C@H](C)[C@H](CN(C)C(=O)Nc1ccc3c(c1)OCO3)O2 | i |
| CC(C)NC(=O)N(C)C[C@@H]1OCCCC[C@H](C)Oc2ccc(NC(=O)CCCN(C)C)cc2C(=O)N([C@H](C)CO)C[C@@H]1C | i |
| C[C@H](CO)N1C[C@H](C)[C@@H](CN(C)C(=O)Nc2ccccc2)OCCCC[C@H](C)Oc2ccc(NC(=O)Nc3ccccc3)cc2C1=O | + |
| Cc1noc(C)c1NC(=O)Nc1ccc2c(c1)C(=O)N([C@@H](C)CO)C[C@@H](C)[C@H](CN(C)Cc1ccccc1)O2 | i |
| O=c1cc(-c2ccc(O)c(O)c2)oc2cc(O)c(C3OC(CO)C(O)C(O)C3O)c(O)c12 (configuration not stated) | i |
| C[C@H]1CN([C@@H](C)CO)C(=O)Cc2cc(NC(=O)c3ccncc3)ccc2O[C@H]1CN(C)CC1CC1 | i |
| CNc1cc(OC)c(C(=O)NC2CCN(Cc3ccccc3)C2C)cc1Cl (configuration not stated) | i |
| O=C1CC[C@@H]2c3[nH]c4ccc(F)cc4c3CCN12 | i |
| C[C@@H]1CCCCO[C@@H](CN(C)C)[C@H](C)CN([C@@H](C)CO)C(=O)c2cc(NC(=O)Nc3ccc4c(c3)OCO4)ccc2O1 | i |
| Cc1cc(C(=O)Nc2cccc3c2O[C@@H](CN(C)Cc2ccc4c(c2)OCO4)[C@H](C)CN([C@@H](C)CO)C3=O)n(C)n1 | i |
| COC(=O)CCN(C(=O)c1ccc(OC(C)=O)cc1)c1ccccn1 | i |
| CCCc1cc(=O)[nH]c(SCC(=O)Nc2cc(C)cc(C)c2)n1 | i |
| CNC[C@@H]1OCCCC[C@@H](C)Oc2ccc(N(C)C)cc2C(=O)N([C@@H](C)CO)C[C@H]1C | i |
| C[C@@H]1CN([C@@H](C)CO)C(=O)c2cccc(NC(=O)Nc3ccc(C(F)(F)F)cc3)c2O[C@H]1CN(C)C(=O)Nc1ccc(F)cc1 | i |
| C[C@@H]1CN([C@@H](C)CO)C(=O)c2cc(NC(=O)NC3CCCCC3)ccc2O[C@@H]1CN(C)Cc1ccncc1 | i |
| Cc1ccc2c(c1)c1nc3ccccc3nc1n2CCN1CCOCC1 | i |
| O=C(O)CCc1ccc(NCc2cccc(Oc3ccccc3)c2)cc1 | i |
| C[C@@H]1CCCCO[C@H](CN(C)Cc2ccccc2)[C@H](C)CN([C@@H](C)CO)C(=O)c2cc(NC(=O)CCCN(C)C)ccc2O1 | i |
| C[C@@H]1CN([C@H](C)CO)C(=O)Cc2cc(NC(=O)CCC(F)(F)F)ccc2O[C@@H]1CN(C)Cc1ccc2c(c1)OCO2 | i |
| C[C@H](CO)N1C[C@H](C)[C@H](CN(C)C(=O)CCCN(C)C)OCCCC[C@H](C)Oc2ccc(NC(=O)c3ccncc3)cc2C1=O | i |

(list continues)
| molecule | NFkB binder |
| --- | --- |
| CCOC(=O)Cc1c(C)nc2c(-c3ccccc3OC)c(C)nn2c1C | i |
| C[C@@H]1CN([C@@H](C)CO)C(=O)c2cc(NC(=O)Nc3ccc(F)cc3)ccc2O[C@@H](C)CCCCO[C@H]1CN(C)C | i |
| C[C@@H]1CN([C@@H](C)CO)C(=O)c2cc(NC(=O)NC3CCCCC3)ccc2O[C@@H]1CN(C)C(=O)Nc1ccc(F)cc1 | i |
| C[C@H](CO)N1C[C@H](C)[C@H](CN(C)S(=O)(=O)c2cccs2)Oc2ccc(NC(=O)Nc3ccc(F)cc3)cc2C1=O | i |
| COc1ccc(C(CC(=O)O)C(=O)O)cc1OC (configuration not stated) | i |
| C[C@@H]1CN([C@H](C)CO)C(=O)Cc2cc(NS(=O)(=O)c3ccccc3)ccc2O[C@H]1CN(C)S(=O)(=O)c1ccc(F)cc1 | i |
| C[C@@H]1CCCCO[C@@H](CN(C)C(=O)c2ccncc2)[C@H](C)CN([C@@H](C)CO)C(=O)c2cc(NS(C)(=O)=O)ccc2O1 | i |

The list is partial, so the mix of outcomes need not match the whole.
